High-throughput results: PubChem, several laboratories
Bcl-xL primary: Bcl-xL (human) inhibition | AID 2129 | inhibition, % at 10.9 µM | 320,000 tested, 0.7% active | GST-Bcl-xL / FITC-Bim BH3 peptide fluorescence polarization;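 active = inhibition above the mean of all tested compounds plus 3 SD, cutoff set per campaign, cut at about 30% in these data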;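 also: 0% = DMSO wells and 100% = unlabeled Bim-BH3 peptide competitor; inhibitors lower millipolarization by displacing the labeled peptide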
pPAFAH inh: pPAFAH (human) enzyme inhibition; 330,000 tested, 1.5% active; inhibition, % at 3.39 µM; recombinant pPAFAH, FP-rhodamine probe fluorescence polarization; AID 463082;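 active = inhibition above the mean inhibition across the screen plus 3 SD, cut at about 25% in these data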;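 also: inhibitors block binding of the rhodamine activity-based probe so polarization drops; 0% = enzyme with DMSO and 100% = wells lacking pPAFAH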
Target sequence (Q13093 whole entry, looked up): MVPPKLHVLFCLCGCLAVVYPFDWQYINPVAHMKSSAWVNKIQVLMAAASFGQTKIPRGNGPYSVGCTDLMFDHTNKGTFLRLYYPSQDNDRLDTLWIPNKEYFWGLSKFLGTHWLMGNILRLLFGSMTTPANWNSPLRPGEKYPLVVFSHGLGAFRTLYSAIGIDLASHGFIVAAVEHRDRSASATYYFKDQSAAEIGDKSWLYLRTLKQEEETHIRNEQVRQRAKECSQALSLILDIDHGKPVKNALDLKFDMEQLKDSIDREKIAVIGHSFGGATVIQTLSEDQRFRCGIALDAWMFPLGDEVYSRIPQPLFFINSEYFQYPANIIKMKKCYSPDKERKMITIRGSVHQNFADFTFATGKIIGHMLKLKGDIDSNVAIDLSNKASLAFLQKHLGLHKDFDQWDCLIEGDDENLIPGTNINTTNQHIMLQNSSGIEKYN
PME-1 primary: blocks human protein phosphatase methylesterase 1; Q9Y570; recombinant PME-1, FP-Rh probe fluorescence polarization; inhibition, % at 5.9 µM; 320,000 tested, 0.53% active;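 active = inhibition above the campaign mean of all compounds plus 3 SD, cut at about 26% in these data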;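 also: competitive labeling of PME-1 active site by serine hydrolase directed probe; 0% = PME-1 with DMSO and 100% = wells lacking PME-1 enzyme; inhibitors block probe labeling so polarization falls and inhibition rises; many of its hits are not listed in these tables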
AHR activator: human AHR activation. activation, % at 5 µM. AHR-responsive luciferase reporter cells, luminescence. AID 2796. 320,000 tested, 2.5% active. P35869; in the data active = activation above about 47%;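 also: 0% = vehicle wells and 100% = reference agonist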
PAFAH1B2 FP inh: blocks human PAF acetylhydrolase 1b catalytic subunit 2; P68402; recombinant PAFAH1B2, FP-rhodamine activity probe, fluorescence polarization; inhibition, % at 3.39 µM; 340,000 tested, 1.2% active; AID 492953;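 active = inhibition above the mean of all tested compounds plus 3 SD, cut at about 24% in these data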;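 also: 0% = enzyme with DMSO and 100% = wells lacking PAFAH1B2; many of its hits are not listed in these tables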
MCL1-BIM inh: MCL1-BIM-BH3 interaction inhibition (human); Q07820; GST-MCL1 / FITC-Bim-BH3 fluorescence polarization; inhibition, % at 10.9 µM; 320,000 tested, 0.68% active;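 active = inhibition above the mean inhibition of all tested compounds plus 3 SD, set per campaign, cut at about 40% in these data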;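 also: 0% = DMSO wells and 100% = unlabeled Bim-BH3 peptide control; higher means more loss of mP so more displacement of Bim peptide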
Fam108B inh: Fam108B inhibition, counter-screen for RBBP9 inhibitors. inhibition, % at 9.51 µM. 300,000 tested, 0.33% active. recombinant Fam108B, FP-Rh probe fluorescence polarization;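 active = inhibition above the screen mean inhibition plus 3 SD, computed separately per campaign, cut at about 18% in these data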;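 also: inhibitors lower polarization as less probe binds the enzyme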
GLD-1 RNA inh: GLD-1-TGE RNA interaction inhibition (C. elegans); Q17339; purified GLD-1 + fluorescein TGE RNA, fluorescence polarization; AID 2280; 320,000 tested, 0.44% active; inhibition, % at 5.96 µM;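 active = percent inhibition above a per-plate cutoff, the plate mean of test compounds plus 3 SD, cut at about 30% in these data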;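 also: 0% = DMSO wells with GLD-1 and probe and 100% = wells lacking GLD-1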
Target sequence (Q17339 whole entry, looked up): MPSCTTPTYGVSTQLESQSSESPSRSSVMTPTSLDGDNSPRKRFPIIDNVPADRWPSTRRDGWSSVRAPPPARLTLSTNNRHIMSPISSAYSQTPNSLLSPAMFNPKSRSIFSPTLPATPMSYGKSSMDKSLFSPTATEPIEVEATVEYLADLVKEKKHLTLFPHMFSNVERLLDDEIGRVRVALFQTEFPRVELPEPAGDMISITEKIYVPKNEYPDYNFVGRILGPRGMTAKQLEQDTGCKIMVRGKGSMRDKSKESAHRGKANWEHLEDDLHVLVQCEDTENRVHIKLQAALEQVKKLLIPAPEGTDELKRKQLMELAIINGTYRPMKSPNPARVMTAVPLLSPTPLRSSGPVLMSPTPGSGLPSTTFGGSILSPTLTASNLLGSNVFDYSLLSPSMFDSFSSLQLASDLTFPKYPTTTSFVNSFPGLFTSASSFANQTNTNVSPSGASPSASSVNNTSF
MEX-5 binding: C. elegans MEX-5 TCR-2 RNA binding activity; MEX-5/FITC-TCR2 RNA binding, fluorescence polarization; active compounds read low; Q9XUB2; activity score (negative = inhibition of binding), % at 10 µM; 300,000 tested, 0.38% active;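 active = inhibition past about -25% in most replicates, and total fluorescence under double the plate's negative control median, limit read from the data; inconclusive = replicates evenly split on the limit, or fluorescence at least double controls; inactive = too little inhibition in most replicates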;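 also: 0% = DMSO and -100% = 5 µM competing unlabeled TCR2 RNA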
Numbers without * were called inactive; ? = inconclusive; nt = no result given. Not all compounds are listed. The share of hits here may be higher or lower than overall.

Molecule	Bcl-xL primary	pPAFAH inh	PME-1 primary	AHR activator	PAFAH1B2 FP inh	MCL1-BIM inh	Fam108B inh	GLD-1 RNA inh	MEX-5 binding
O=C(CCNS(=O)(=O)c1ccccc1C(F)(F)F)Nc1ccncc1	-2	4	-4	3	4	-10	nt	3	nt
CN1C(C)(C)CC(=NOC(=O)c2ccccc2)CC1(C)C	-2	-3	-1	1	1	-5	-2	-4	4.7
COc1ccc(F)cc1S(=O)(=O)N1CCN(Cc2ccc3c(c2)OCO3)CC1	-2	4	3	3	-3	-4	-2	3	4.4
Cc1sc2c(c1C)CN(Cc1ccncc1)CN2C(=O)c1ccco1	4	1	5	20	-1	7	3	3	-1.7
CCN(CC(=O)Nc1c(F)cccc1F)C(=O)c1ccc(OCc2c(C)noc2C)cc1	-2	2	1	1	0	0	nt	3	nt
COc1ccc(/C=N/N(C)C2=NS(=O)(=O)c3ccccc32)cc1OC	5	-7	2	3	12	5	3	1	-0.9
CC(SCCc1ccccn1)C(=O)O (stereo unspecified)	8	3	-2	1	-4	2	3	9	1.3
CC(C)NC(=O)C(c1ccc(F)cc1)N(Cc1ccco1)C(=O)CCC(=O)Nc1ccccn1 (stereo unspecified)	2	1	-1	-2	4	0	4	-1	-0.2
COc1ccc(S(=O)(=O)N2CCCCC2)cc1NC(=O)Cn1c(=O)cnc2ccccc21	-11	-2	9	-3	1	-16	-1	5	4.4
ON1C(c2ccc(Cl)cc2Cl)N(O)[C@H]2CCCC[C@H]21 (stereo partly specified)	1	1	-1	-1	13	5	-1	8	-2.6
O=C(NC(=S)NCC1CCCO1)c1ccccc1Br (stereo unspecified)	10	-2	5	9	2	12	-2	-5	-2.1
CC(C)(C)NS(=O)(=O)c1cc2c3c(c1)CCN3C(=O)CC2	0	1	-4	1	2	0	-2	4	-2.4
Cc1onc(-c2ccccc2Cl)c1C(=O)N1CCN(c2cccc(Cl)c2)CC1	1	-1	3	2	0	-1	1	8	-0.7
C=CCN(C(=O)c1csnn1)C(C(=O)NC1CCCCC1)c1ccccc1 (stereo unspecified)	3	-3	-4	2	12	0	2	-4	-0.7
CCn1cc(C(=O)NCc2ccccc2OC)c(=O)c2ccc(C)nc21	0	6	1	8	nt	21	0	6	-0.4
COC(=O)c1cc(=O)n(-c2ccc(C(F)(F)F)cc2)[nH]1	-9	18	-4	3	5	-1	-1	5	nt
Cc1ccc(NC(=O)C2CCN(S(=O)(=O)c3c(C)noc3/C=C/N(C)C)CC2)cc1	-36	-1	4	0	2	-50	-2	-23	5.6
CCn1c(=O)c2cc(C(=O)NCC(OC)OC)sc2c2ccccc21	5	4	2	-3	-2	4	-1	1	1.6
COc1ccc(S(=O)(=O)N2CCC(C(=O)N3CCN(c4ccccc4OC)CC3)CC2)cc1	4	5	4	1	2	5	-2	3	0.2
CC(=O)N(C)c1nc(-c2ccc(Cl)cc2)cs1	2	8	-1	1	10	11	3	-3	-0.8
Cc1c(CN2CCC(n3nccc3NC(=O)CCc3ccccc3)CC2)cnn1C	4	-1	0	1	2	3	5	-11	-4.6
C=CCn1c(SCc2ccccc2)nc2c1c(=O)[nH]c(=O)n2C	-1	2	-2	3	8	-7	1	2	-1.5
COc1ccc2[nH]c(=O)c(CN(C(=O)C3CCCO3)c3ccc(C)cc3)cc2c1 (stereo unspecified)	6	2	2	9	0	2	12	3	0.8
CCOC(=O)/C(=N\Nc1cc(Cl)ccc1Cl)N1CC(C)OC(C)C1 (stereo unspecified)	3	0	2	5	2	-5	2	0	2.2
c1ccc(Oc2cccc(NC3=NCCC3)c2)cc1	-1	-2	-5	1	4	1	-2	0	-1.2
COc1ccc(NC(=O)c2cc(S(=O)(=O)N3CCOCC3)ccc2N2CCOCC2)cc1	-1	1	-1	-3	1	-7	0	0	1.5
Cc1ccc(C(=O)N(C)CCOc2ccccc2)cc1S(=O)(=O)N1CCOCC1	8	-1	1	0	4	4	nt	3	nt
COc1ccc([C@H]2CC(=O)C=C(c3ccccc3Oc3ccccc3)C2)cc1	1	3	-3	1	5	-2	nt	-2	nt
CC(C)(C)c1ccccc1NC(=S)NC1CCCCC1	1	7	1	2	1	0	0	0	-0.1
CCc1ccc(N2C(=O)C3C(C2=O)N2CCCN2C3c2ccccc2)cc1 (stereo unspecified)	2	-5	-6	0	12	4	3	2	-1.4
Cc1ccc(OCc2ccc(C(=O)NCC3CCCO3)cc2)cc1 (stereo unspecified)	5	4	1	-2	15	1	-2	-4	-2.8
Cc1ccc(C(=O)OCC(=O)Nc2ccc(N(C)C)cc2)cc1NC(=O)c1ccco1	5	1	6	1	-2	-6	1	-3	-0.7
O=C(NCCCN1CCCC1=O)c1cccc(S(=O)(=O)N2CCN(c3ccccc3)CC2)c1	6	1	1	-2	3	3	0	-4	2.5
CC(=O)Nc1ccc(NC(=O)C(C)Sc2n[nH]c(-c3ccc(C)cc3)n2)cc1 (stereo unspecified)	2	5	2	26	3	-2	2	5	0.0
COc1ccc(CCn2c(=N)c(C(=O)NCC3CCCO3)cc3c(=O)n4cccc(C)c4nc32)cc1OC (stereo unspecified)	2	-2	2	5	-5	2	2	1	1.9
CCn1cnc2sc(C(=O)O)c(C)c2c1=O	-1	5	-2	-1	3	-6	1	-4	0.2
COc1ccc(S(=O)(=O)N(CC(=O)NCCSc2ccccn2)c2ccccc2)cc1	-3	3	-1	1	5	-3	-2	2	3.5
COc1ccccc1CNC(=O)C(NC(=O)c1ccc(C)cc1)C(C)C (stereo unspecified)	-3	5	-3	4	8	-1	2	13	0.1
COCCN(C(=O)CCC(=O)Nc1cc(C)on1)C(C(=O)NC(C)(C)C)c1ccccc1Cl (stereo unspecified)	3	3	2	-5	3	4	0	-4	2.6
Cc1ccc(NC(=O)CSc2nnc(Cc3csc(C)n3)o2)c(C)c1	-6	-1	-4	1	3	-7	-1	-1	0.1

Quoted from the listing, 2 compounds:
Molecule	Bcl-xL primary	pPAFAH inh	PME-1 primary	AHR activator	PAFAH1B2 FP inh	MCL1-BIM inh	Fam108B inh	GLD-1 RNA inh	MEX-5 binding
COCCN(C(=O)CCC(=O)Nc1cc(C)on1)C(C(=O)NC(C)(C)C)c1ccccc1Cl (stereo unspecified)	3	3	2	-5	3	4	0	-4	2.6
Cc1ccc(NC(=O)CSc2nnc(Cc3csc(C)n3)o2)c(C)c1	-6	-1	-4	1	3	-7	-1	-1	0.1

New compounds follow
Molecule	Bcl-xL primary	pPAFAH inh	PME-1 primary	AHR activator	PAFAH1B2 FP inh	MCL1-BIM inh	Fam108B inh	GLD-1 RNA inh	MEX-5 binding
NC(=O)c1cc2ccccc2o/c1=N/NC(=O)c1cccc(Cl)c1	0	3	-2	31	2	2	-2	4	-2.1
CN(C(=O)COC(=O)C12CC3CC(CC(Cl)(C3)C1)C2)C1(C#N)CCCCC1	4	-4	-2	0	24*	3	nt	0	nt
COc1cc(C)nc(N2CCCC(C(=O)Nc3cccc(Cl)c3Cl)C2)n1 (stereo unspecified)	4	3	-4	3	0	12	0	0	0.3
CCOc1ccc(OCCC(=O)N(CCC(C)C)c2c(N)n(Cc3ccccc3)c(=O)[nH]c2=O)cc1	7	-2	4	4	-7	5	0	-18	-2.1
C=CCc1c(C)c(C#N)c2nc3ccccc3n2c1N1CCCCC1	-3	2	1	4	3	1	1	4	-1.5
Cc1cc(C)cc(NC(=O)NCc2c(-c3ccccc3)noc2C)c1	0	12	1	13	1	2	-1	-5	-0.3
Cc1cc2oc(=O)c(CC(=O)NCCCO)c(C)c2c2occ(C(C)(C)C)c12	3	5	1	2	5	6	-6	-21	?
O=C(Nc1ccccc1)N(CCc1nc2ccccc2[nH]1)C1CCCC1	-2	-5	-5	10	2	-2	-2	7	1.9
COc1ccc(NS(=O)(=O)c2ccc3oc(=O)ccc3c2)cc1	8	4	2	-1	7	0	-1	1	-1.9
COc1ccc(-c2noc(N3CCC(C(=O)Nc4ccc(OC)c(OC)c4)CC3)n2)cc1	4	-3	-1	-4	6	-2	2	-2	1.7
Nc1nc(Oc2ccc(F)cc2)c(Br)c(=O)[nH]1	3	3	5	-1	-6	-3	0	1	1.4
CCN(CC(=O)Nc1ccc(NC(C)=O)cc1)C(=O)c1cc(CN2C(=O)c3ccccc3C2=O)ccc1OC	-3	-1	5	0	2	-3	-1	6	-0.6
Cc1cc(-c2nc3ncccc3o2)ccc1N	5	3	1	9	6	0	-1	5	-1.1
COc1ccc(CCN(Cc2cc3cccc(C)c3n3nnnc23)C(=O)c2ccncc2)cc1OC	0	-2	5	2	nt	3	4	5	-1.8
O=C(NCc1ccccn1)c1cccc(S(=O)(=O)Nc2ccccc2Cl)c1	5	1	8	-2	6	6	nt	5	nt
O=C(Nc1ccc2c(c1)C(=O)N(CC1CCCO1)C2=O)c1ccccc1Br (stereo unspecified)	-1	0	6	0	3	-3	1	2	0.7
CC1CC(C)CN(C(=O)CCNS(=O)(=O)c2ccc3c(c2)CCC(=O)N3)C1 (stereo unspecified)	6	-4	6	5	5	2	6	-6	-1.6
CCCn1nc(C(=O)Nc2ccc(S(=O)(=O)Nc3ncccn3)cc2)c2ccccc2c1=O	4	2	-12	13	1	-1	-3	3	3.0
NS(=O)(=O)c1ccc(CCNC(=O)c2ccc([N+](=O)[O-])cc2[N+](=O)[O-])cc1	4	1	3	3	3	9	-4	4	0.3
Cn1cccc1-c1cc(C(=O)O)[nH]n1	-1	-11	2	5	2	-8	-3	-1	-15
COc1ccc(NS(=O)(=O)/C=C/c2ccc(OC)c(OC)c2)cc1	3	0	3	0	-1	-3	1	-1	1.6
CC12CCC(C(=O)N(NC(=O)c3ccccc3O)C1=O)C2(C)C (stereo unspecified)	9	6	-3	16	3	43*	-6	-6	-1.3
CCC(C(=O)N1CCOCC1)n1nc(C)c2c(C)n(-c3ccccc3)nc2c1=O (stereo unspecified)	2	5	-3	-1	4	1	0	-5	1.9
O=C(NCCSc1ccc(Br)cc1)c1ccc2nc[nH]c2c1	9	30*	-2	5	47*	17	1	5	0.5
COc1ccc(NC(=O)c2onc(C)c2Cl)cc1OC	7	20	4	6	0	6	3	3	1.8
Cc1cc(C)cc(C(=O)Nc2ccc(N3CCN(S(C)(=O)=O)CC3)cc2)c1	2	-5	6	-1	6	3	4	3	3.1
CC(=O)Nc1ccc(S(=O)(=O)N(C)CC(=O)OCC(=O)N2CCCCCC2)cc1	6	-8	2	1	3	1	-6	4	1.6
COc1ccc2c(c1)cc(C(=O)O)n2C	-1	0	-12	2	-3	0	1	0	-5.3
O=C(CN1CCN(c2ccc(F)cc2)CC1)OCc1ccccc1	6	3	-3	0	4	0	2	5	0.7
Cc1ccc(OCCCN2CCOCC2)cc1	0	6	-3	1	-7	9	-2	1	-1.2
Cc1cccc(NC(=O)C2CCCN2C(=O)OCC(C)C)c1C (stereo unspecified)	3	3	-9	0	-1	2	-2	5	-0.2
CCOc1ccc(NC(=O)N2CCC(c3nc4ccccc4o3)CC2)cc1	6	2	2	3	0	10	-1	1	-0.9
On1nnc2ccc(C(F)(F)F)cc21	-3	0	0	0	6	-2	2	3	1.7
